# TAG inh = inhibitors of triacylglycerol accumulation; actives 0.66% (n = 230,000); inhibition, % at 12.5 µM; H9c2 cells, Nile Red lipid (TAG) fluorescence; cells loaded with 200 µM oleic acid; AID 651582;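 active = pattern-corrected inhibition of lipid staining of at least 50% with the nuclear-stain viability signal not falling by more than 50%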;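 note: 0% = DMSO wells and 100% = triacsin C control wells; some results filed as inactive read as strong as hits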
# TAG inh DAPI viability = also measured in TAG inh; calls as there; DAPI nuclei signal change (viability), lower = more cytotoxic, %;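 whole-well DAPI fluorescence read on a plate reader as a viability signal; minus 50 percent equals half of cells still viable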
# Starred values were filed as active, the others as inactive. The list is partial. The share of hits here may be higher or lower than overall.
# Sequence of screens – TAG inh DAPI viability, TAG inh
CCOC(=O)CC1=NN(c2ccccc2)C(=O)/C1=C\c1ccc(OC)cc1OC
  3, 10
O=S(=O)(NC1CC2CCC1C2)c1ccc2c(c1)OCCO2 (stereo not drawn)
  -2, -30
O=C(Nc1ccccc1C(=O)O)c1cccc(NC(=O)c2ccccc2Cl)c1
  -5, 4
COc1ccccc1OCCNC(=O)CCC(=O)N1CCOCC1
  -5, 28
COc1ccc(S(=O)(=O)N2CCCCC2)cc1C(=O)NC1CCS(=O)(=O)C1 (stereo not drawn)
  5, -14
CCOC(=O)COc1cccc2c(=O)n(CC(N)=O)ccc12
  2, -5
CN(C)C(=O)CCc1ccc2c3c([nH]c2c1)[C@]1(C)[C@@H](C(=O)N2CCCCC2)C[C@H](CC(=O)NCc2ccco2)C(=O)N1CC3
  -2, 5
O=C(COc1ccccc1)Nc1ccc(-c2nnc(-c3ccco3)o2)cc1
  1, 12
NNC(=O)c1ccc(Cn2cccn2)o1
  -4, 8
CCCN1C2CCCC1CC(NC(=O)NC1CCCCC1)C2 (stereo not drawn)
  -8, 12
CC(=O)c1ccc(N2CCN(C(=O)COc3ccc4c(c3)CCC4)CC2)cc1
  -1, 5
CC(C)(C)OC(=O)NC(Cc1ccccc1)C(=O)O (stereo not drawn)
  5, -3
O=C(NCCNc1nccc(C(F)(F)F)n1)c1cccc(C(F)(F)F)c1
  13, -10
CC(=O)c1c(N2CCCCC2)nc(=S)n(Cc2ccccc2)c1C
  -9, -33
CCc1nnc(NS(=O)(=O)c2ccc(N/C=C\C(=O)c3ccc(C)cc3)cc2)s1
  4, -1
Clc1ccc(-c2nc3n(n2)Cc2ccccc2-3)cc1
  -16, 20
O=C(Cc1ccc2c(c1)OCCO2)N/N=C/c1ccco1
  0, -16
COc1ccc(C(=O)N(C)CC(O)c2ccccc2)cc1OC1CCN(C(C)=O)CC1 (stereo not drawn)
  1, 1
[O-][N+](=C(c1ccccc1)c1ccccc1)c1ccccc1
  5, -5
FC(F)(F)c1cccc(/C=N/NC(=S)NC2CCCCC2)c1
  1, -16
Cc1ccc(-c2nnc(N(C)C(=O)c3ccncc3)s2)cn1
  -13, 1
O=C(CCCN1C(=O)/C(=C/c2ccco2)SC1=S)Nc1cccc(C(=O)O)c1
  -2, 6
OC(c1ccc(F)cc1)c1nc(-c2ccc(Cl)cc2)cs1 (stereo not drawn)
  -1, -18
COc1ccc(S(=O)(=O)N2CCCC2)cc1C(=O)N1CCOCC1
  -5, 1
Cc1cc(NC(=O)CSCC(=O)OC(C)C(=O)N(C)Cc2ccccc2)no1 (stereo not drawn)
  2, -4
CC(N=C(NS(=O)(=O)c1ccc(Cl)cc1)c1ccccc1)C(=O)O (stereo not drawn)
  -1, -7
CCOC(=O)c1c(C)[nH]c(C(=O)OCc2ccc(F)cc2)c1C
  1, -52
COc1ccc(S(=O)(=O)N(CCc2ccccc2)CC(=O)O)cc1
  2, 11
C/C(=N\OCc1cccc(C(=O)O)c1)c1ccc(Cl)cc1
  0, -3
O=C(CSc1nc2ccccc2o1)Nc1cc(C(F)(F)F)ccc1N1CCOCC1
  -1, -46
CCOc1ccc(N=CC2=C(O)CC(C)(C)CC2=O)cc1
  1, -10
CC1(C(=O)Nc2ccc3c(c2)OCO3)CCN1Cc1csc2ccccc12 (stereo not drawn)
  -6, -4
COc1ccc2[nH]cc(S(=O)(=O)c3ccc(C)cc3)c2c1
  1, 2
O=C(OCCOc1ccccc1F)c1cc(S(=O)(=O)N2CCOCC2)ccc1F
  -6, -1
CC(C)(CN1CCN(Cc2ccccc2)CC1)NS(=O)(=O)c1ccc(Cl)cc1
  0, 0
CC(=O)c1sc(NC(=O)C(C)Oc2ccc3c(C)cc(=O)oc3c2)nc1C (stereo not drawn)
  -5, 9
COc1ccccc1NC(=O)C(C)OC(=O)/C=C/c1ccc2ccccc2n1 (stereo not drawn)
  -3, 15
CN1C/C(=C/c2ccccc2[N+](=O)[O-])C(=O)/C(=C\c2ccccc2[N+](=O)[O-])C1
  -45*, 69*
COc1ccccc1NC(=O)C1CCCN(S(=O)(=O)c2cccc3nsnc23)C1 (stereo not drawn)
  -14, 21
CN(Cc1ccccc1)C(=O)c1cccc(NC(=O)Cc2ccc(NC(=O)C3CCN(C(=O)C4CCCC4)CC3)cc2)c1
  -5, -11
COc1ccc(CSCC(=O)NN=C2CCN(C)CC2)cc1
  0, -3
CCOc1ccc(CO/N=C/c2c(C)[nH]c(=O)[nH]c2=O)cc1
  7, -6
COc1cc(NC(=O)C2CC(c3ccc(Cl)cc3)=NO2)cc(OC)c1OC (stereo not drawn)
  6, -9
CC(Nc1nc(-c2ccc(F)cc2)cs1)c1nc2cc(Cl)c(Cl)cc2n1CCOCCO (stereo not drawn)
  0, 9
Cc1c(C(=O)NCc2nnc(-c3ccccc3)o2)oc2c(F)cccc12
  -4, -9
CCN(CC)C(=O)Cn1cc(S(=O)(=O)CC(=O)Nc2cc(OC)ccc2OC)c2ccccc21
  -9, 12
COc1ccc(NC(=O)c2sc3nc(N4CCOCC4)c4c(c3c2N)CCCC4)cc1
  -1, -7
O=C(Nc1cccc(S(=O)(=O)N2CCCC2)c1)c1cccc(S(=O)(=O)N2CCOCC2)c1
  0, -23
O=C(Nc1ccc(N2CCOCC2)cc1)c1ccc([N+](=O)[O-])cc1
  -4, 11
O=C(CCc1ccccc1)NNC(=S)Nc1ccc(F)cc1
  -10, 18
CN(C)CCn1c2c(c(SCC(=O)Nc3ccccc3)nc1=O)CCCC2
  -1, 8
CCOc1cc(C(=O)N/N=C/c2ccsc2)cc(OCC)c1OCC
  11, -6
Cc1ccc(OCC(=O)Nc2ccc(N3CCN(S(C)(=O)=O)CC3)cc2)cc1
  -5, 0
CCCn1c(O)c(N=NC(=O)c2cccnc2)c2cc(Br)ccc21
  0, 9
CN(C(=O)c1cccc(NC(=O)Cc2cccc(NC(=O)C3CCN(C(=O)C4CCCCC4)CC3)c2)c1)C1CC1
  -2, 5
CCc1ccccc1-n1c(SCC(=O)N2CCCC2)nc2[nH]ncc2c1=O
  2, 2
COc1ccc(-c2nc(NC(=O)c3ccco3)sc2C)cc1
  5, -3
COc1ccccc1CNC(=O)CSc1nn2c(=O)c(C(C)(C)C)nnc2s1
  3, 6
O=C(CNC1CCCCC1)Nc1cc(S(=O)(=O)N2CCOCC2)ccc1Cl
  -3, -2
Nc1cc(=O)[nH]c(SCC(=O)Nc2cc(S(=O)(=O)N3CCOCC3)ccc2Cl)n1
  -6, -5

# (next part)
# Sequence of screens – TAG inh DAPI viability, TAG inh
Cc1ccc(SCC(=O)NCCSC(C)(C)C)cc1
  -14, 17
O=C(COC(=O)c1c(F)cccc1Cl)NC(=O)Nc1ccc2c(c1)OCCO2
  1, -8
CC(C)(C)S(=O)(=O)c1cnc(-c2ccc(Cl)cc2)nc1N
  8, 11
CC(=O)Nc1ccc(SC(Sc2ccc(NC(C)=O)cc2)c2ccccc2)cc1
  5, -3
CCN(CC)c1ncnc2c1nnn2C
  -6, -6
O=C(NCc1cccs1)c1csc([C@@H]2C[C@H](O)[C@@H](CO)O2)n1
  5, 0
Cc1cc(NC(=O)CN2C(=O)NC(Cc3ccccc3)C2=O)no1 (stereo not drawn)
  -8, -3
CCOc1ccc(NC(=O)CN(C)C(=O)c2cc3c(s2)CCC(C)C3)cc1OCC (stereo not drawn)
  -4, 20
Cc1cc(NC(=O)Cn2nc([N+](=O)[O-])c(Br)c2C)no1
  2, -3
COc1ccccc1C1=CC(=O)C[C@H](c2ccc(F)cc2)C1
  10, -10
CCCCN1C(=N)N([C@@H](CCC)CN2CCC[C@H]2CN2C(N)=NC[C@H]2C(C)C)C[C@H]1[C@H](C)CC
  13, -6
CCCCOc1ccc(C(=O)N/C(=C\c2cccc([N+](=O)[O-])c2)C(=O)OC(C)C)cc1
  -13, 46
Cc1cc(NC(=S)Nc2cccc3ccccc23)n[nH]1
  2, -51
CC(C)(Oc1ccc(Cl)cc1)C(=O)OCn1nnc2ccccc2c1=O
  -7, -1
CC1(C)CC(=O)/C(=C(\O)CCCN2C(=O)c3ccccc3C2=O)C(=NCCO)C1
  4, -11
C[C@H]1CN([C@@H](C)CO)C(=O)CCCn2nncc2CO[C@H]1CN(C)C(=O)Nc1cccc(Oc2ccccn2)c1
  4, -4
N#Cc1ccc(Oc2ccc(/C=N/O)cn2)cc1
  -6, 8
COc1ccc(Cc2nnc(NC(=O)c3ccccc3Cl)s2)cc1OC
  -4, 0
O=C(Nc1nc(-c2nc3ccccc3s2)cs1)C1COc2ccccc2O1 (stereo not drawn)
  -1, -7
COc1cc(SC)ccc1C(=O)OCC(=O)N1CC(=O)Nc2ccccc21
  7, -20
CC1CCN(c2ccc([N+](=O)[O-])c(SCCO)c2)CC1
  -6, -6
O=P(CCN1CCCCC1)(c1ccccc1)c1ccccc1
  -13, 9
COc1ccc(C)cc1S(=O)(=O)N(CC(=O)N1CCCC1)c1ccc(C)cc1
  -2, 32
CCc1ccc(NC(=O)CSc2nnc(Cc3cccn3C)n2-c2ccc(F)cc2)cc1
  -6, 11
COC(=O)c1ccc(NC(=O)C(=O)N2CCN(C(=S)Nc3cccc(OC)c3)CC2)cc1
  3, -4
CCS(=O)(=O)c1ccc(O)c(NC(=O)Nc2ccc(C(C)(C)C)cc2)c1
  -2, -6
Cc1cc(C)c2oc(C(=O)N(Cc3ccccc3)c3ccccn3)cc(=O)c2c1
  6, -22
O=C(NCCN1CCOCC1)C(=O)NCC1OCCCN1S(=O)(=O)c1cc(F)ccc1F (stereo not drawn)
  -11, -9
COc1ccc(Cc2nnc(Nc3ccc(Cl)cc3)[nH]c2=O)cc1
  13, -17
O=C(NCC(c1ccco1)N1CCc2ccccc21)c1ccccc1F (stereo not drawn)
  -9, -4

# Part of the list above, reformatted.
canonical_smiles	TAG inh DAPI viability	TAG inh
Cc1cc(NC(=O)Cn2nc([N+](=O)[O-])c(Br)c2C)no1	2	-3
COc1ccccc1C1=CC(=O)C[C@H](c2ccc(F)cc2)C1	10	-10
CCCCN1C(=N)N([C@@H](CCC)CN2CCC[C@H]2CN2C(N)=NC[C@H]2C(C)C)C[C@H]1[C@H](C)CC	13	-6
CCCCOc1ccc(C(=O)N/C(=C\c2cccc([N+](=O)[O-])c2)C(=O)OC(C)C)cc1	-13	46
Cc1cc(NC(=S)Nc2cccc3ccccc23)n[nH]1	2	-51
CC(C)(Oc1ccc(Cl)cc1)C(=O)OCn1nnc2ccccc2c1=O	-7	-1

# Going on with the list:
# Sequence of screens – TAG inh DAPI viability, TAG inh
Cc1cc(Oc2ccc(-c3nnc(-c4ccccc4)o3)cc2[N+](=O)[O-])ccc1Cl
  -5, 8
CCCCCCN1C[C@H](n2cc(-c3ccc(F)cc3)nn2)[C@@H](O)C[C@@H]1c1ccc(Cl)cc1
  -56, 119
Cc1cc(OCc2nn[nH]n2)c2c(C)c(CC(=O)O)c(=O)oc2c1
  8, 1
CC1CCC(NC(=O)CN2C(=O)NC(C)(C)C2=O)CC1 (stereo not drawn)
  -3, -1
COc1ccc(CNC(=O)CSc2nnnn2-c2ccc(O)cc2)cc1
  -10, 3
COc1ccc(S(=O)(=O)N[C@@H](CSCc2ccccc2)C(=O)O)cc1
  -3, 2
O=C(O)CCCC(=O)Nc1ccccc1-n1ccnc1
  1, 4
Cc1ccc(NC(=O)C2OCCc3ccccc32)cc1 (stereo not drawn)
  -7, 3
O=C1COc2ccc(C(=O)COC(=O)CCSc3ccccc3)cc2N1
  6, 1
COCCNC(=O)C(c1ccc(Cl)cc1)N(C(=O)Cn1nnc2ccccc21)c1cccnc1 (stereo not drawn)
  1, -4
COc1ccc(Cl)cc1NC(=O)CN(C)C(=O)CCc1nc2ccccc2c(=O)[nH]1
  -7, 16
O=C(COC(=O)c1ccc(S(=O)(=O)N2CCOCC2)cc1)Nc1ccccc1OC(F)F
  2, -19
C[C@H]1COC(=O)CC/C=C\C[C@H](CC(=O)N(CCO)Cc2ccccc2)C(=O)N1
  -10, -2
CCOc1cc2c3c(c1)C1(C(=O)N3C(C)(C)C=C2C)C(C#N)=C(N)Oc2cc(O)ccc21 (stereo not drawn)
  14, -34
CC(C)(C)NC(=O)c1ccncc1
  -1, -15
C[C@@H]1CN([C@@H](C)CO)C(=O)CCCn2nncc2CO[C@H]1CN(C)C(=O)OCc1ccccc1
  1, -5
Cc1nc(COC(=O)c2cc(O)c3ccccc3c2O)cs1
  14, -8
CN(CC(=O)Nc1ccccc1Br)C(=O)c1ccccc1OCc1ccccc1Cl
  7, -16
COc1cc(OC)cc(-c2c(-c3ccc(F)cc3)c3cc(-c4ccc(OC)nc4)ccc3n2C)c1
  98, -39
CCC(=O)Nc1nnc(CSCc2ccc(F)cc2)s1
  -2, 1
Cn1c(SCC(=O)N2CCCCCC2)nc2c([nH]c3ccccc32)c1=O
  5, 7
Cn1c(=O)c2c(ncn2CC(=O)Nc2nc(-c3ccc(F)c(F)c3)cs2)n(C)c1=O
  16, -7
O=C(CSC1=NS(=O)(=O)c2cc(F)ccc2N1)NCc1ccccc1
  -1, 3
CC1Cc2ccccc2N1C(=O)NC1CC(=O)N(c2ccc3c(c2)OCCO3)C1 (stereo not drawn)
  2, 11
CCC(C)NCCOCCOc1cc(C)c(Cl)c(C)c1 (stereo not drawn)
  -2, 17
N#CC(C#N)=C(N)/C(C#N)=C/c1cc(O)c(O)c(O)c1
  -12, -6
COc1cc(/C=N\NC(=O)CC#N)ccc1OC/C=C/c1ccccc1
  -5, 7
O=c1c2cnn(-c3ccccc3)c2ncn1Cc1cccnc1
  13, 3
CCOc1c(Cl)cc(CNCc2ccncc2)cc1OC
  -6, -11
CC(C)Cc1nc(SCC(=O)Nc2nnc(CC(C)C)s2)n[nH]1
  2, -2
O=C(Cc1ccc(Cl)cc1)SCc1ccccc1
  3, 11
